# Bioassay records deposited in PubChem BioAssay by several laboratories.
# SR-BI uptake up = SR-BI HDL lipid transfer activation. actives 0.096% (n = 320,000). CHO ldlA[mSR-BI] cells, DiI-HDL uptake fluorescence, 3 h; 100 = double the neutral-control signal. activation, % at 12.5 µM;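 active = mean replicate activation of at least 60% and every replicate at or above 60%; inconclusive = mean or all-replicate condition met, but not both; inactive = mean below 60% and not all replicates reaching 60%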;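 also: 0% = median plate neutral-control signal and 100% = twice that signal; values of inactives mirror those of a sister screen read the other way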
#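 Test system: SR-BI-overexpressing, LDLR-lacking CHO cells; Medium: Ham's F12 with 0.5% BSA, HEPES 25 mM, pH 7.4; Schedule: 3 h, 37 °C; Technique: bottom-read fluorescence, 550/595 nm.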
# SR-BI HDL uptake = blocks mouse SR-BI lipid uptake from DiI-HDL | ldlA[mSR-BI] CHO cells, DiI-HDL uptake fluorescence, 3 h | Q61009 | actives 0.96% (n = 320,000) | AID 488896 | inhibition, % at 12.5 µM;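 active = mean replicate inhibition of at least 70% and a set share of replicates each scoring 70 or more; inconclusive = meets just one of the two criteria; inactive = fails both criteria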;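 also: 0% = median of neutral control wells and 100% = median of positive control wells; values of inactives mirror those of a sister screen read the other way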
# MITF act = activators of MITF-driven TRPM1 promoter activity in SK-MEL-5 cells. SK-MEL-5 TRPM1-promoter luciferase, 24 h; % of positive control, neutral wells = 0. activation, % at 12.5 µM. actives 0.75% (n = 300,000);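 active = mean activation of at least 80% with every replicate also reaching 80%; inconclusive = mean reaches 80% but some replicate falls short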;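 also: 0% = neutral control wells and 100% = parthenolide positive control wells; values of inactives mirror those of a sister screen read the other way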
# Wnt act = activates Wnt/beta-catenin signaling in a reporter cell assay; activator, plate reader; activation, % at 9.35 µM; actives 1.2% (n = 300,000); AID 743398; in the data active = activation above about 30%, passing the limit was not always enough; inconclusive = no clear call, values can overlap the other calls;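 also: 0% = neutral control wells and 100% = positive control wells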
# Rtt109 HAT inh = inhibitors of Candida albicans Rtt109/Vps75 histone acetyltransferase. purified Rtt109/Vps75, ThioGlo CoA-SH fluorescence, 4 h. actives 0.16% (n = 330,000). inhibition, % at 34.9 µM. AID 540336;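 active = inhibition of at least 50% in every replicate; inconclusive = best replicate reaches 50% inhibition but some replicates fall short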
# cardiac RTF act = cardiac RTF calcium sensitization. P19429+P45379. IANBD-labeled TnC RTF fluorescence at EC20 calcium; 0% EC20 calcium, 100% full calcium. activation, % at 7.2 µM. actives 0.24% (n = 340,000);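 active = activation above the mean over all tested compounds plus 3 SD, cut at about 30% in these data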;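 also: rise in fluorescence read as greater calcium sensitivity of cardiac thin filaments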
# dFosB act = activators of mouse delta FosB homodimer; P13346; purified delta FosB, TAMRA-CDK5 oligo fluorescence polarization; percent of positive-control signal above neutral wells; activation, % at 25 µM; actives 0.99% (n = 340,000); AID 493131;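 active = mean activation above about 17%, with every replicate also reaching it, limit read from the data, passing the limit was not always enough; inconclusive = only one of the two conditions met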;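 also: fluorescence polarization rise as delta FosB binds a TAMRA Cdk5 AP-1 oligo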
# HTR5A ag = activates human HTR5A in OPRM1-OPRD1 agonist counter-screen. P47898. HTR5A agonist assay, luminescence, cell-based. activation, % at 9.3 µM. actives 0.61% (n = 340,000). AID 504692; in the data active = activation mostly above about 9.5%, no sharp cut-off; inactive = mostly below about 7.6%;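 also: 0% = cells with vehicle only and 100% = reference agonist; strong numbers were not always called active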
# Target sequence (P47898 whole entry, looked up): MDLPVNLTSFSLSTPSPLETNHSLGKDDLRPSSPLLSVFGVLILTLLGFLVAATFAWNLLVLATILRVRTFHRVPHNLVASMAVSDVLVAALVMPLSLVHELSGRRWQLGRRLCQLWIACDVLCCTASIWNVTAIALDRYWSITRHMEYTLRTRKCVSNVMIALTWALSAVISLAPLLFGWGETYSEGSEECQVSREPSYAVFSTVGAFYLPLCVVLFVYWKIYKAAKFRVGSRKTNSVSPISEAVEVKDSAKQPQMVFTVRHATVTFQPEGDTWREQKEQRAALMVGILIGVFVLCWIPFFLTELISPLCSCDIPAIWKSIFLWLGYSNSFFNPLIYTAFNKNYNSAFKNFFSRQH
# PvdQ acylase = P. aeruginosa PvdQ acylase inhibition. purified PvdQ acylase, fluorescence plate reader. inhibition, % at 10 µM. actives 0.063% (n = 340,000). AID 488965; in the data active = inhibition above about 30%, passing the limit was not always enough; inconclusive = no clear call, values can overlap the other calls;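 also: 0% = vehicle neutral wells and 100% = reference inhibitor wells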
# CDK5 p35 inh = blocks human CDK5/p35 kinase activity. inhibition, % at 10 µM. actives 0.01% (n = 330,000). Recombinant CDK5/p35, ADP-Glo luminescence, 60 min;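 active = highest replicate inhibition of at least 50% and at least 75% of replicates reaching 50%; inconclusive = only one of the two criteria met; inactive = both criteria failed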;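 also: plate controls were DMSO neutral control for no effect and GW8510 at 10 µM for full effect; many of its hits are not listed in these tables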
# Target sequence (Q00535 whole entry, looked up): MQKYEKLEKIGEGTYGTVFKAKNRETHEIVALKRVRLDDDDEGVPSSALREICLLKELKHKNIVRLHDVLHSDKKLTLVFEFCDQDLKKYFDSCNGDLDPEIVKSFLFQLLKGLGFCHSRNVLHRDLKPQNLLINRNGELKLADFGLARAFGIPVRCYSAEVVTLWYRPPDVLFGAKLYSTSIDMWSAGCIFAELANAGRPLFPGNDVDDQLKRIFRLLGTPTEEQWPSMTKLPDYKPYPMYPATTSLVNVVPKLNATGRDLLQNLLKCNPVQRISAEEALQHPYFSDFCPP
# Target sequence (Q15078 whole entry, looked up): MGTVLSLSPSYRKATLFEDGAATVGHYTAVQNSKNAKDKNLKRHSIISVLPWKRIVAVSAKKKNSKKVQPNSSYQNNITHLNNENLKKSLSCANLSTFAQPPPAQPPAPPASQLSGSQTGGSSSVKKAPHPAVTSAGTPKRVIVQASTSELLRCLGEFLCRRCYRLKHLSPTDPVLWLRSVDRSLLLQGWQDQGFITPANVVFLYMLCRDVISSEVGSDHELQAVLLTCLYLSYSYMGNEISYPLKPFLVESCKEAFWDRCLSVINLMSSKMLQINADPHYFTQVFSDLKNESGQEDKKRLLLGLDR
# * hit, by the source's call; ? = inconclusive; nt = not tested or not shown.
SMILES,SR-BI uptake up,SR-BI HDL uptake,MITF act,Wnt act,Rtt109 HAT inh,cardiac RTF act,dFosB act,HTR5A ag,PvdQ acylase,CDK5 p35 inh
Cc1nc(SCC(=O)N2CCOCC2)c2ccsc2n1,43,-43,nt,-2,-7,-5,0,1,-5,0.1
Cc1oc2c(CN3CCCC3)c(O)ccc2c(=O)c1Oc1ccccc1Br,24,-24,2,nt,-149,-4,-5,-1,-7,0.5
NC(=O)NCc1cccs1,11,-11,8,-1,1,2,-3,-2,-14,-4.4
O=C(CSc1ccc2ccccc2n1)N/N=C/c1ccccc1O,6,-6,12,1,16,-2,-6,0,0,0.7
N/C(=N\OC(=O)CC1CCCCC1)c1ccc(Cl)cc1,8,-8,28,22,-21,-4,3,5,-13,-0.5
CCN(CC)CCNC(=O)C(=O)Nc1cc2c3c(c1)CC(=O)N3CCC2,4,-4,-3,1,-1,-4,-6,1,-8,-0.6
CN(CC(=O)Nc1cccc(F)c1)C(=O)CCc1nc2sc3c(c2c(=O)[nH]1)CCCC3,-22,22,2,-1,3,0,-1,4,-27,-9.6
CN(C)C(=O)COc1ccc2cc(-c3ccccc3)c(=O)oc2c1,-1,1,nt,nt,-7,2,-6,-2,-27,-1.5
CCOC(=O)N1CCN(C(=O)CSc2nnc(-c3cc(OC)cc(OC)c3)o2)CC1,-42,42,-3,nt,12,-2,0,0,-14,-1.3
Cc1ccsc1C(=O)N1CCCC(N2CCN(c3cccc(Cl)c3)CC2)C1 (stereo not drawn),-10,10,-5,0,-4,-2,-12,2,-19,-1.0
O=C1CC(c2ccc(F)cc2)CC(O)=C1C=NCCN1CCN(C(=O)Nc2ccccc2)CC1 (stereo not drawn),nt,nt,3,nt,-1,2,-9,3,-15,-1.7
O=c1[nH]c2ccc(NC(=S)Nc3ccc(Cl)cc3Cl)cc2[nH]1,-14,14,16,nt,-3,7,-2,-2,-5,-1.8
COc1ccc(-n2cc(CN(C)CCO)c(-c3cccc(F)c3)n2)cc1,14,-14,54,1,-8,-1,1,3,-17,-0.4
CCCCN1C(=O)NC(NS(=O)(=O)c2ccc(N)cc2)(C(F)(F)F)C1=O (stereo not drawn),11,-11,7,nt,3,-6,-1,3,-14,2.3
COc1ccc(C(c2c[nH]c3ccccc23)c2c[nH]c3ccccc23)cc1O,11,-11,3,5,-1,5,-14,2,-14,-0.4
CN1/C(=C/C=N/n2cnnc2)C(C)(C)c2ccccc21,7,-7,-22,nt,13,-1,20*,2,1,0.3
CN(C(=O)c1cccc(NC(=O)Cc2ccc(NC(=O)C3CCN(C(=O)c4ccccc4)CC3)cc2)c1)C1CCCC1,-31,31,16,-1,6,0,-2,0,-1,0.1
COc1ccc(S(N)(=O)=O)cc1C(=O)OCCCOC(=O)c1cc(S(N)(=O)=O)ccc1OC,20,-20,8,0,-17,3,-11,2,-18,0.6
Cc1ccc2oc(=O)n(CCOc3ccccc3C)c2c1,-22,22,8,0,?,0,-5,6,11,0.9
Cc1cccc(N2CCN(C(=O)c3oc4ccc(Br)cc4c3C)CC2)c1C,16,-16,-2,-3,-7,-2,-7,5,-11,-7.6
Cc1nn(-c2ccccc2)c2nc(N)c(C#N)c(-c3ccc(C(C)(C)C)cc3)c12,-4,4,nt,-2,-20,0,-1,-1,-5,0.7
CCC(C)(C)NC(=O)c1cc(OC)c(OC)cc1[N+](=O)[O-],-6,6,-4,nt,-1,2,5,1,-17,-0.3
Cc1nn(C)c(C)c1N1C(=O)c2cccc3c(Br)ccc(c23)C1=O,6,-6,-4,-2,9,8,3,-1,1,-2.2
Cc1cnc(C(=O)OCC(=O)Nc2cccc3ccccc23)cn1,17,-17,-9,-2,-1,-2,-5,4,-7,0.4
C=C1C(O)C[C@@H](C(C)C)N(CC(C)C)S1(=O)=O (stereo partly drawn),-1,1,-8,-4,-4,10,5,3,-13,1.4

# dFosB act: hit marks shown above.
SMILES	SR-BI uptake up	SR-BI HDL uptake	MITF act	Wnt act	Rtt109 HAT inh	dFosB act	PvdQ acylase	CDK5 p35 inh
CN1/C(=C/C=N/n2cnnc2)C(C)(C)c2ccccc21	7	-7	-22	nt	13	20*	1	0.3

# Whole records as entered above. Values in the order: SR-BI uptake up, SR-BI HDL uptake, MITF act, Wnt act, Rtt109 HAT inh, cardiac RTF act, dFosB act, HTR5A ag, PvdQ acylase, CDK5 p35 inh
# `CN(C(=O)c1cccc(NC(=O)Cc2ccc(NC(=O)C3CCN(C(=O)c4ccccc4)CC3)cc2)c1)C1CCCC1` across the screens: -31, 31, 16, -1, 6, 0, -2, 0, -1, 0.1
# `N/C(=N\OC(=O)CC1CCCCC1)c1ccc(Cl)cc1` across the screens: 8, -8, 28, 22, -21, -4, 3, 5, -13, -0.5

# The list continues:
SMILES,SR-BI uptake up,SR-BI HDL uptake,MITF act,Wnt act,Rtt109 HAT inh,cardiac RTF act,dFosB act,HTR5A ag,PvdQ acylase,CDK5 p35 inh
O=C(c1ccccc1)N1CCC(=O)N(C(CO)Cc2ccccc2)CC1 (stereo not drawn),18,-18,5,3,1,-1,0,4,0,1.3
N#C/C(=C\c1c[nH]c2ccccc12)C(N)=O,10,-10,7,4,-2,-1,7,-1,-28,0.7
Fc1ccc(CSc2nc3ccccc3[nH]2)cc1,8,-8,104*,nt,10,2,3,0,-8,-0.1
O=C(NCCN1CCN(c2ccccc2)CC1)c1cccc(Br)c1,1,-1,9,-5,-1,-1,2,-2,-11,0.2
O=S(=O)(Nc1nc2ccccc2nc1Nc1ccc2c(c1)OCO2)c1ccccc1,-6,6,-10,nt,6,-4,-3,5,-11,-1.5
CC(=O)Nc1c(C)ccc(CNC(=O)COc2ccc(F)cc2)c1C,22,-22,2,nt,-4,-2,-4,-2,-3,1.7
COC(=O)Cc1n[nH]c(=O)c2ccccc12,18,-18,7,-2,-6,2,-8,2,-11,-0.4
C=CCn1c(Cc2ccc(OCC)cc2)nnc1SCC(N)=O,-4,4,4,nt,-11,-4,-2,3,-7,2.1
O=C(NCc1ccco1)c1cccc(N2CCCC2=O)c1,-5,5,-7,0,-16,-6,-4,-2,-8,1.1
O=C(NCc1ccccc1F)C1CCCN1S(=O)(=O)c1ccc(F)cc1 (stereo not drawn),46,-46,nt,1,-6,0,-2,1,7,3.0
COc1ccc(C=O)c2[nH]c3c(Cl)ncnc3c12,2,-2,-1,4,14,0,-13,1,-15,0.5
COc1ccccc1C1CC(=O)Nc2cc(C)c(C)cc21 (stereo not drawn),-7,7,-23,0,1,-2,-12,3,-32,0.3
C(=C\c1ccccc1)/CNCC1CCCO1 (stereo not drawn),nt,nt,-8,0,-18,4,-6,-3,-12,0.3
O=C(COC(=O)c1ccccc1)NCc1ccco1,-4,4,-9,nt,-1,1,4,0,-2,0.1
O=C(N/N=C/c1ccco1)c1cccc(NC(=O)c2cccc(Cl)c2)c1,-65,65,0,2,16,-6,-15,24*,15,-1.0
CSc1ccc(/C=C(\NC(=O)c2ccccc2)C(=O)NCCN2CCOCC2)cc1,nt,nt,4,-1,-14,1,-2,7,-1,-0.1
CC1(C)CC(=O)C(C2C3=C(CC(C)(C)CC3=O)Oc3ccccc32)C(=O)C1 (stereo not drawn),1,-1,nt,-2,-4,2,-7,7,7,7.1
COc1ccc(Cl)cc1NC(=O)NC(C)C,12,-12,41,-1,nt,-3,0,1,-16,-2.1
CN=CC1=C(O)C(C(=O)OC)C(C)(C)CC1=O (stereo not drawn),4,-4,-5,-1,-12,0,-3,-5,-16,-0.6
COc1ccc(N(CC(=O)N2CCc3ccccc32)S(=O)(=O)c2c(C)n[nH]c2C)cc1,1,-1,-11,-5,6,-1,36*,-1,-6,-0.1
CCC(C)c1ccccc1N1CC(C(=O)N2CCN(S(=O)(=O)c3ccccc3Br)CC2)CC1=O (stereo not drawn),-78,78*,1,-2,0,-8,-7,-6,-2,0.2
O=C(c1ccc(NS(=O)(=O)c2cccc([N+](=O)[O-])c2)cc1)N1CCCCCC1,-4,4,-6,-1,-2,-4,-10,2,-5,-0.9
Cn1c(SCc2nc3ccccc3c(=O)[nH]2)nc2ccccc21,4,-4,10,9,0,3,-4,-2,-11,0.3
O=C1CSc2ccc(S(=O)(=O)NCc3ccccc3Cl)cc2N1,-10,10,10,-2,-5,-2,-5,3,-11,0.8
Cc1ccc(S(=O)(=O)Nc2ccc3c(c2)CCC3)cc1,12,-12,2,15,3,-12,-7,4,-5,0.2

# Part of the list above, reformatted.
Structure | SR-BI uptake up | SR-BI HDL uptake | MITF act | Wnt act | Rtt109 HAT inh | cardiac RTF act | dFosB act | HTR5A ag | PvdQ acylase | CDK5 p35 inh
O=C(NCc1ccco1)c1cccc(N2CCCC2=O)c1 | -5 | 5 | -7 | 0 | -16 | -6 | -4 | -2 | -8 | 1.1
COc1ccc(Cl)cc1NC(=O)NC(C)C | 12 | -12 | 41 | -1 | nt | -3 | 0 | 1 | -16 | -2.1
COc1ccc(C=O)c2[nH]c3c(Cl)ncnc3c12 | 2 | -2 | -1 | 4 | 14 | 0 | -13 | 1 | -15 | 0.5

# 6 of the entries above in order of their number in Rtt109 HAT inh, smallest number first:
mol	Rtt109 HAT inh
COc1ccc(S(N)(=O)=O)cc1C(=O)OCCCOC(=O)c1cc(S(N)(=O)=O)ccc1OC	-17
CN=CC1=C(O)C(C(=O)OC)C(C)(C)CC1=O (stereo not drawn)	-12
COc1ccc(-n2cc(CN(C)CCO)c(-c3cccc(F)c3)n2)cc1	-8
Cc1ccsc1C(=O)N1CCCC(N2CCN(c3cccc(Cl)c3)CC2)C1 (stereo not drawn)	-4
Cn1c(SCc2nc3ccccc3c(=O)[nH]2)nc2ccccc21	0
COc1ccc(N(CC(=O)N2CCc3ccccc32)S(=O)(=O)c2c(C)n[nH]c2C)cc1	6

# (further entries)
SMILES,SR-BI uptake up,SR-BI HDL uptake,MITF act,Wnt act,Rtt109 HAT inh,cardiac RTF act,dFosB act,HTR5A ag,PvdQ acylase,CDK5 p35 inh
COc1ccc(CCNC(=O)COc2ccc3c(C)cc(=O)oc3c2)cc1OC,nt,nt,12,-3,6,-3,-2,6,-13,-1.3
CCCCn1c(N)c(N(CC(C)C)C(=O)CSc2nnc(C)n2-c2ccccc2)c(=O)[nH]c1=O,8,-8,0,-1,-19,3,-7,1,-9,-1.6
Oc1ccc2ccccc2c1/C=N/Nc1ccccc1,13,-13,6,nt,3,-3,-6,4,-3,0.9
Cc1ccc(C(=O)NCC(=O)N(C)Cc2cccc(F)c2)s1,15,-15,8,-1,-1,-6,2,5,8,0.7
CCOC(=O)C1(Cc2cccc(F)c2)CCN(C(=O)Cn2cnnn2)CC1,nt,nt,0,1,-1,-3,6,4,-4,0.3
CCOC(=O)[C@H]1[C@H]2COc3ccc(C)cc3[C@@H]2N2C(=O)c3ccc(C)cc3NC(=O)[C@@]12C,19,-19,-12,-4,14,-2,-5,-2,0,0.2
